Screens deposited in PubChem by several laboratories.
IDE cell activ: IDE (human) activation, cell-based. P14735. HEK cells, FAbeta-B cleavage, fluorescence polarization; 0% vehicle, 100% cell-free pure enzyme wells. activation, % at 5.96 µM. 340,000 tested, 0.073% active. AID 493087;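 active = activation above the mean of all tested compounds plus 3 SD, set per screening campaign, cut at about 17% in these data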
GalR3 antag: human GalR3 antagonism. 360,000 tested, 0.44% active. inhibition, % at 3 µM. HEK293 GalR3-CNG cAMP membrane potential fluorescence; galR3 body fused to GalR1 C-terminus;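 active = inhibition above the screen-wide average plus 3 SD, cut at about 13% in these data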;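 note: forskolin and galanin both at EC90 stimulate the cells; cAMP rise reported by CNG channel membrane potential dye signal; 0% = forskolin plus galanin with DMSO and 100% = forskolin alone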
Target sequence (O60755 1-299 limits assumed): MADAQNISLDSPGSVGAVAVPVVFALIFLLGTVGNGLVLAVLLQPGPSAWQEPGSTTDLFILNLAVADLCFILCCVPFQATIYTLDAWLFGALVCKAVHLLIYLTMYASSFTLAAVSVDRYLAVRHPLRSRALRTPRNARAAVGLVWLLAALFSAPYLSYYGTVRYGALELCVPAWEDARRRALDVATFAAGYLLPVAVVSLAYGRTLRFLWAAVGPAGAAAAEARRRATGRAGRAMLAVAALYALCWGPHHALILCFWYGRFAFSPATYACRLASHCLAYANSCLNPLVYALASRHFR
CRFR2-BP ag: agonists of human CRF-binding protein/CRF-R2 receptor complex. HEK293 CRF-R2/CRF-BP, calcium dye fluorescence (FLIPR); percent of saturating CRF peptide response. activation, % at 13.2 µM. 350,000 tested, 0.46% active;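 active = activation of at least 50%, plus an integration ratio under a set limit after plate pattern correction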;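 note: plate controls were neutral control wells without compound for no effect and CRF at EC100 for full effect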
MEKK3 PB1 HTS: raises or lowers MEK5 binding to the human MEKK3 PB1 domain; Q99759; bead-based flow cytometry, Alexa488-MEK5 binding to MEKK3; actives lie on both sides; 0 = blocked by unlabeled MEK5, 100 = vehicle; binding response (% of control), % at 10 µM; 290,000 tested, 1.4% active;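 active = binding response more than 3 SD above or below the average of its plate-row segment, actives on both sides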;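 note: Alexa488 bead fluorescence after subtracting the streptavidin-only scavenger bead signal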
PHOSPHO1 inh: PHOSPHO1 (human) inhibition. 290,000 tested, 1.1% active. recombinant PHOSPHO1, absorbance phosphatase assay. inhibition, % at 13.3 µM; in the data active = inhibition above about 60%
Target sequence (Q8TCT1 whole entry, looked up): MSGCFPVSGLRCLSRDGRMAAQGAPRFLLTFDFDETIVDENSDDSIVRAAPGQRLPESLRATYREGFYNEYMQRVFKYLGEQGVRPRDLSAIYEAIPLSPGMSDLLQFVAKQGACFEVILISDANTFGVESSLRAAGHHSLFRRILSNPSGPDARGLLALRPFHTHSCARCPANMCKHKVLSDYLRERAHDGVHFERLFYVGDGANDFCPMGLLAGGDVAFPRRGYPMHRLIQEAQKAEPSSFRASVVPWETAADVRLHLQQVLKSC
p-CIP stab down: compounds decreasing mouse p/CIP protein stability; Q05BA5; F442A p/CIP-EGFP cells, EGFP fluorescence, 16 h; decrease of EGFP signal, % at 10 µM; 290,000 tested, 0.01% active; AID 1984;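 active = EGFP signal decrease of at least 30% at 10 µM or well 3 SD below plate mean, unless failing retest; inactive = the rest, including hits failing retest or dose response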; note: some compounds called inactive have numbers as strong as hits; many of its hits are not listed in these tables
CRFR2-BP antag: CRF-BP/CRF-R2 complex antagonism; HEK293 CRF-R2/CRF-BP, CRF-induced calcium fluorescence; inhibition, % at 11.8 µM; 350,000 tested, 0.59% active; AID 588475;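 active = inhibition of the ligand-induced calcium signal above about 50% at the single tested concentration, limit read from the data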
IDE inh: inhibitors of human insulin-degrading enzyme in cells; inhibition, % at 5.59 µM; AID 434962; HEK cells, FAbetaB cleavage, fluorescence polarization; P14735; 320,000 tested, 0.41% active;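 active = percent inhibition above the average of all tested compounds plus 3 SD, set per screening campaign, cut at about 16% in these data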;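 note: IDE supplied by intact live HEK cells; FP after avidin binding of uncleaved biotin substrate so inhibition keeps polarization high; 0% = DMSO wells and 100% = 60 µM reference IDE inhibitor Ii1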
M4 PAM: positive allosteric modulators of human muscarinic M4 receptor; AID 624126; CHO-K1 hM4/Gqi5, Fluo-8 calcium fluorescence, ACh EC20; 0% = ACh EC20, 100% = maximal ACh; activation, % at 3 µM; 360,000 tested, 0.4% active;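 active = activation above its plate's cutoff, the mean activation of sample wells plus 3 SD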; note: some results filed as inactive read as strong as hits
Target sequence (P08173 whole entry, looked up): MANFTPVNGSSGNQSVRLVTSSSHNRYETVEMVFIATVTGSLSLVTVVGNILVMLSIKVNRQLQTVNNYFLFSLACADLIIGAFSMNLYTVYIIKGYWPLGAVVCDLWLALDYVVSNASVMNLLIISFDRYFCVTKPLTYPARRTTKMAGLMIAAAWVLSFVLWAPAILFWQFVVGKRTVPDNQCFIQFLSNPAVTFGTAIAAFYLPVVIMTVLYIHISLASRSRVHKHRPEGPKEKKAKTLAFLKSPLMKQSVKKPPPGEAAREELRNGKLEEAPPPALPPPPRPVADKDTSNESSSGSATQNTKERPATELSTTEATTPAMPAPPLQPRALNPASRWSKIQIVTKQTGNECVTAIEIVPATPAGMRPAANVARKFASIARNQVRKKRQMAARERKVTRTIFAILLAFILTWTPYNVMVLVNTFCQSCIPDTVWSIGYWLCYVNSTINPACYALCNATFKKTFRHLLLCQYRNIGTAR
Numbers without * were called inactive; · = no result given; [ ] = remark or other dose.

no. | structure | p-CIP stab down | CRFR2-BP antag | PHOSPHO1 inh | MEKK3 PB1 HTS | GalR3 antag
1 | CNC(=O)COC(=O)c1ccc(-c2nc3ccccc3s2)s1 | 1 | 26 | 19 | 113 | -6
2 | O=C1CC(c2cccs2)CC2=C1C(c1ccccc1)n1ncnc1N2 (stereo unspecified) | -5 | 11 | -61 | 103 | -1
3 | COC(=O)c1ccccc1NC(=O)c1cc(C2CC2)on1 | -6 | -10 | -2 | 107 | ·
4 | O=C(c1ccccc1)c1cnc[nH]1 | 2 | 4 | 18 | 99 | -3
5 | Cc1cc(C)cc(NC(=O)Cn2nnc(C(=O)NCc3ccccc3Cl)c2N)c1 | 1 | -4 | 40 | 98 | -2
6 | COCC(=O)Nc1cccc(C(F)(F)F)c1 | -8 | -8 | 32 | 114 | -1
7 | CN(C)S(=O)(=O)c1cccc(C(=O)OCC(=O)c2ccc3c(c2)NC(=O)CO3)c1 | -15 | -22 | -124 | 99 | -9
8 | COC(=O)c1ccc(CSc2nnnn2Cc2ccccc2)cc1 | -4 | 34 | -3 | 95 | -8
9 | O=C(CCc1nc(-c2ccccc2F)no1)Nc1ccc(Oc2ccccc2)cc1 | -8 | 19 | 9 | 92 | -4
10 | O=C(Nc1ccc(-c2nc3ccccc3[nH]2)cc1)c1ccc2c(c1)OCO2 | 5 | 8 | 22 | 81*[inhibitor] | 0

no. | CRFR2-BP ag | M4 PAM | IDE cell activ | IDE inh
1 | -3.4 | 9 | 2 | 3
2 | -1.1 | -3 | 7 | 2
3 | -1.2 | -1 | -2 | -3
4 | 0.1 | 19 | 7 | 1
5 | 0.9 | 2 | -1 | 4
6 | -0.8 | -3 | 1 | 1
7 | -0.3 | -11 | -3 | 4
8 | -0.8 | -1 | 3 | -2
9 | 2.5 | -9 | -4 | 7
10 | -0.1 | -6 | -13 | -1

Not a retest: an excerpt of the list.
no. | structure | p-CIP stab down | CRFR2-BP antag | PHOSPHO1 inh | MEKK3 PB1 HTS | GalR3 antag
1 | CNC(=O)COC(=O)c1ccc(-c2nc3ccccc3s2)s1 | 1 | 26 | 19 | 113 | -6
2 | O=C1CC(c2cccs2)CC2=C1C(c1ccccc1)n1ncnc1N2 (stereo unspecified) | -5 | 11 | -61 | 103 | -1
3 | COC(=O)c1ccccc1NC(=O)c1cc(C2CC2)on1 | -6 | -10 | -2 | 107 | ·
4 | O=C(c1ccccc1)c1cnc[nH]1 | 2 | 4 | 18 | 99 | -3
5 | Cc1cc(C)cc(NC(=O)Cn2nnc(C(=O)NCc3ccccc3Cl)c2N)c1 | 1 | -4 | 40 | 98 | -2

no. | CRFR2-BP ag | M4 PAM | IDE cell activ | IDE inh
1 | -3.4 | 9 | 2 | 3
2 | -1.1 | -3 | 7 | 2
3 | -1.2 | -1 | -2 | -3
4 | 0.1 | 19 | 7 | 1
5 | 0.9 | 2 | -1 | 4

(listing goes on)
no. | structure | p-CIP stab down | CRFR2-BP antag | PHOSPHO1 inh | MEKK3 PB1 HTS | GalR3 antag
11 | COc1cccc(NC(=O)[C@H](CC(C)C)NC(=O)N2CCn3c2nc2ccccc23)c1 | -11 | -17 | 6 | 101 | -7
12 | CCCc1cc(C(=O)OC)c(NC(=O)CCCC(=O)O)s1 | 4 | 7 | -17 | 107 | -5
13 | O=C(NCc1cccs1)c1ccc(S(=O)(=O)N2CCCCC2)cc1 | 11 | -7 | 12 | 103 | -1
14 | O=S(=O)(c1ccccc1)N(CC(O)CN1CCCCC1)c1ccccc1 (stereo unspecified) | -8 | -3 | 22 | 111 | -4
15 | COCCNC(=O)c1ccc2c3n(nc2c1)-c1ccc(C)cc1CO3 | -13 | 2 | 31 | 91 | -3
16 | O=C1CCCC2=C1C(c1ccc(O)c(O)c1)Nc1ccc3ccccc3c12 (stereo unspecified) | · | 3 | · | · | -2
17 | COc1ccc(CN(C)C(C)C(=O)N(C)CC(=O)Nc2ccc(C)cc2)cc1F (stereo unspecified) | · | 0 | · | · | -5
18 | CC(C)Oc1ccc(C(=O)NCC(=O)OCC(=O)N(C)Cc2cccs2)cc1 | -29 | 2 | 10 | 107 | -1
19 | O=C(NCc1ccncc1)C1CCC(=O)N(CCc2ccc(Cl)cc2)C1 (stereo unspecified) | -8 | 2 | 33 | 102 | -1
20 | COc1ccc(/C=C/CN2CCN(CC(C)C)C(CCO)C2)cc1 (stereo unspecified) | 3 | 2 | 5 | 106 | -5

no. | CRFR2-BP ag | M4 PAM | IDE cell activ | IDE inh
11 | 1.1 | 4 | 6 | -1
12 | -4.5 | 1 | 5 | -4
13 | -1.9 | 1 | -4 | -1
14 | -0.6 | -1 | 2 | 3
15 | -2.9 | 5 | -5 | 5
16 | 0.5 | 0 | 3 | 3
17 | -1.6 | 1 | 6 | -1
18 | 2.6 | -3 | 2 | 4
19 | -0.5 | 2 | -1 | -2
20 | -0.3 | -12 | -3 | 2

The listing continues:
no. | structure | p-CIP stab down | CRFR2-BP antag | PHOSPHO1 inh | MEKK3 PB1 HTS | GalR3 antag
21 | Cc1ccc(S(=O)(=O)N2CCN(C(=O)CCC(=O)Nc3ccc(Br)c(C)c3)CC2)cc1 | · | -8 | · | · | -7
22 | Cc1cccnc1NC(=O)C(C)N1C(=O)c2ccccc2C1=O (stereo unspecified) | -2 | -12 | 47 | 131* | -3
23 | Nc1ccc(S(=O)(=O)c2cccc(N)c2)cc1 | 3 | 32 | -7 | 102 | -7
24 | Cc1nn(CCC(=O)O)c(C)c1C | -5 | 0 | -4 | 100 | -4
25 | S=c1nc(-c2cc(Cl)ccc2Cl)[nH][nH]1 | 20 | 23 | 44 | 103 | -2
26 | COc1ccccc1CN(Cc1cc2cc3c(cc2[nH]c1=O)OCCO3)Cc1nnnn1Cc1ccco1 | -27 | 6 | 0 | 99 | -3
27 | CCOC(=O)/C(C#N)=C/Nc1cc(OC)ccc1OC | 4 | 13 | -4 | 95 | -3
28 | COCCN(C(=O)COC(=O)COc1ccc2ccccc2c1)c1c(N)n(Cc2ccccc2)c(=O)[nH]c1=O | · | -6 | · | · | -5
29 | Cc1nnc(SCC(=O)NCC2CCCCC2)n(N)c1=O | 2 | 12 | 40 | 103 | -2
30 | CC(=O)Nc1ccc(NC(=O)COC(=O)CCc2nc3ccccc3s2)cc1 | -13 | -8 | 2 | 108 | 3

no. | CRFR2-BP ag | M4 PAM | IDE cell activ | IDE inh
21 | 0.2 | -6 | 2 | ·
22 | -0.2 | -4 | -1 | 4
23 | -1.6 | 6 | 0 | 3
24 | 0.9 | 6 | -1 | 3
25 | 3.4 | 3 | -4 | 4
26 | 2.6 | -6 | -11 | 4
27 | 1.3 | 1 | 0 | 5
28 | -1.7 | -1 | 1 | ·
29 | -0.8 | 9 | 4 | 5
30 | 0.8 | -5 | 0 | 2

Following part:
no. | structure | p-CIP stab down | CRFR2-BP antag | PHOSPHO1 inh | MEKK3 PB1 HTS | GalR3 antag
31 | COc1ccccc1NC(=O)/C(=N/OCc1ccc(C#N)cc1)C(C)=O | 1 | 18 | 36 | 79 | -5
32 | COc1ccc(OC)c2c1sc(=NC(=O)C(C)C)n2C | -14 | 21 | 3 | 106 | ·
33 | Cn1ncc(Cl)c1C(=O)N1CCN(C(=O)c2ccco2)CC1 | 3 | -9 | 10 | 107 | -2
34 | COc1ccccc1NC(=S)NC(NC(C)=O)C(Cl)(Cl)Cl (stereo unspecified) | -1 | 0 | 8 | 98 | -4
35 | COc1cccc2c(N/N=C/c3ccc(O)c(O)c3)cc(C)nc12 | 1 | -4 | -60 | 103 | -7
36 | COc1ccc(/C=N/NC(=O)CCn2cnc(-c3ccccc3)c2-c2ccccc2)cc1 | -14 | -40 | -2 | 150* | -3
37 | COc1ccc(C(=O)NC(=S)N2CCOCC2)cc1OC | 0 | 7 | -28 | 92 | -4
38 | O=C(NCc1ccccn1)C(=O)Nc1cccc2ccccc12 | -9 | -11 | -29 | 91 | -3
39 | COc1ccc(NC(=O)CCN2C(=O)c3ccccc3C2=O)c(OC)c1 | -5 | -4 | 40 | 111 | -5
40 | O=C(CCN1C(=O)c2ccccc2C1=O)N1CCN(c2ccccn2)CC1 | -5 | 0 | -10 | 100 | -5

no. | CRFR2-BP ag | M4 PAM | IDE cell activ | IDE inh
31 | 0.0 | 1 | · | -2
32 | -7.0 | 6 | 3 | -4
33 | -4.1 | -3 | -1 | ·
34 | -1.3 | 18 | -6 | -5
35 | 0.5 | -8 | 6 | 2
36 | 0.3 | 7 | -1 | -1
37 | -0.2 | 0 | 4 | 5
38 | 5.6 | -3 | 4 | -1
39 | 3.5 | 2 | 7 | -1
40 | -1.2 | 2 | 7 | -2

Next results follow.
no. | structure | p-CIP stab down | CRFR2-BP antag | PHOSPHO1 inh | MEKK3 PB1 HTS | GalR3 antag
41 | Cc1cccc(-c2nnc(NC(=O)c3ccco3)s2)c1 | 22 | -6 | 5 | 101 | -2
42 | CC(=O)Nc1cccc(N(C)S(C)(=O)=O)c1 | 3 | 14 | 1 | 97 | 0
43 | Cn1cc(C(=O)C(=O)NC2CC2)c2ccccc21 | · | 0 | · | · | 0
44 | CCC(C)(C)NC(=O)C1CCCN1C(=O)NC1CCCCC1 (stereo unspecified) | 11 | 9 | 1 | 105 | -4
45 | COC(=O)c1ccc(C2c3[nH]c4ccccc4c3C[C@H]3C(=O)N(C4CCN(Cc5ccccc5)CC4)CC(=O)N23)cc1 (stereo partly specified) | 0 | -21 | · | 106 | -7
46 | COc1cccc(C2C(C(N)=O)=C(C)Nc3nc(CCCO)nn32)c1 (stereo unspecified) | 2 | 11 | 2 | 104 | -4
47 | COc1ccccc1NC(=O)c1nnn(CC(=O)Nc2cc(C)cc(C)c2)c1N | 5 | 1 | 7 | 103 | -9
48 | COc1cccc(C(=O)N(C)C(C)c2nc3ccccc3s2)c1 (stereo unspecified) | 2 | 0 | 2 | 101 | -8
49 | CSCC(C)N1CCC(n2nccc2NC(=O)c2ccc3c(c2)OCO3)CC1 (stereo unspecified) | 0 | -3 | 2 | 102 | -8
50 | Nn1c(SCC(=O)NC2CCCCCC2)nnc1C(F)(F)F | · | -8 | · | · | -3

no. | CRFR2-BP ag | M4 PAM | IDE cell activ | IDE inh
41 | 1.7 | 3 | 5 | 1
42 | -0.7 | 7 | 4 | 2
43 | -0.1 | 3 | -2 | ·
44 | -0.8 | 0 | 3 | -7
45 | 3.2 | 0 | -4 | -5
46 | -0.5 | -7 | 3 | 4
47 | 0.6 | 7 | -2 | 5
48 | -2.8 | -3 | 7 | 10
49 | 1.4 | 5 | 10 | -1
50 | -2.1 | 2 | 5 | -3

New compounds follow
no. | structure | p-CIP stab down | CRFR2-BP antag | PHOSPHO1 inh | MEKK3 PB1 HTS | GalR3 antag
51 | CCN(Cc1ccncc1)C(=O)c1cc(Br)cc(Br)c1O | -8 | 7 | 6 | 99 | -5
52 | O=C(Nc1cc(Cl)ccc1-n1cncn1)c1cccc(S(=O)(=O)N2CCOCC2)c1 | · | 0 | · | · | 10
53 | O=C(N/N=C/c1cn(-c2cccs2)nc1-c1ccccc1)c1ccccc1Br | -9 | -15 | -14 | 97 | -2
54 | COc1ccc(N2C(=O)CC(C3CCCO3)C2=O)cc1 (stereo unspecified) | -4 | 1 | 6 | 104 | -4
55 | O=S(=O)(c1cccs1)N1CCN(c2ccccc2Cl)CC1 | -11 | 2 | 30 | 100 | 4
56 | CC(=O)Nc1ccc2ccc3cccc4ccc1c2c34 | 2 | 2 | -2 | 86 | 0
57 | COc1ccc(CCNc2nc(C)c(C(C)=O)s2)cc1OC | -20 | -1 | 20 | 101 | ·

no. | CRFR2-BP ag | M4 PAM | IDE cell activ | IDE inh
51 | -5.6 | -10 | 2 | 1
52 | 0.2 | 7 | 2 | 0
53 | 2.0 | -5 | 1 | 4
54 | -0.9 | 2 | 3 | 1
55 | 7.9 | 2 | 3 | -1
56 | -0.3 | 8 | 9 | -1
57 | 0.1 | -4 | -5 | 2
